Compound activity: PubChem, Sanford-Burnham Center for Chemical Genomics
CCR6 antagonist: CCR6 (human) receptor antagonism; P51684; CHO-K1 CCR6 PathHunter beta-arrestin, luminescence, CCL20-stimulated; inhibition, % at 20 µM; 0.49% of 340,000 active; AID 493098;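 active = compounds whose inhibition of the agonist-driven luminescence signal at 20 µM reaches about 50%, limit read from the data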;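 also: cells stimulated with CCL20 at 14 nM final; plate controls were DMSO with CCL20 for no effect and DMSO without agonist for full effect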
Target sequence (P51684 whole entry, looked up): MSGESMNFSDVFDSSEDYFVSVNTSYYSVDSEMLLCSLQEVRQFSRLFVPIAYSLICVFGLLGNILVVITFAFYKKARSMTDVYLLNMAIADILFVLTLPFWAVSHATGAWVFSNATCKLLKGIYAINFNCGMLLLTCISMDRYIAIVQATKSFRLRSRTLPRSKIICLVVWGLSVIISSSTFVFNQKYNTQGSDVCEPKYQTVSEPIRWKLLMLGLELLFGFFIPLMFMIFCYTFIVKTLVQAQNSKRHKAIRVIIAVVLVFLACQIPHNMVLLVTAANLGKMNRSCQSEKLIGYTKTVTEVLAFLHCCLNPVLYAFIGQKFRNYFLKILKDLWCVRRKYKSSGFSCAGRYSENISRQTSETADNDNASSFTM
CXCR6 inh: blocks human CXCR6 beta-arrestin recruitment; CHO-K1 PathHunter CXCR6 beta-arrestin, luminescence; inhibition, % at 20 µM; 0.36% of 360,000 active; in the data active = inhibition above about 34%, passing the limit was not always enough;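 also: antagonist mode with CXCL16 agonist at 10 nM final; 0% = 10 nM CXCL16 with DMSO and 100% = unstimulated wells without agonist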
Target sequence (O00574 whole entry, looked up): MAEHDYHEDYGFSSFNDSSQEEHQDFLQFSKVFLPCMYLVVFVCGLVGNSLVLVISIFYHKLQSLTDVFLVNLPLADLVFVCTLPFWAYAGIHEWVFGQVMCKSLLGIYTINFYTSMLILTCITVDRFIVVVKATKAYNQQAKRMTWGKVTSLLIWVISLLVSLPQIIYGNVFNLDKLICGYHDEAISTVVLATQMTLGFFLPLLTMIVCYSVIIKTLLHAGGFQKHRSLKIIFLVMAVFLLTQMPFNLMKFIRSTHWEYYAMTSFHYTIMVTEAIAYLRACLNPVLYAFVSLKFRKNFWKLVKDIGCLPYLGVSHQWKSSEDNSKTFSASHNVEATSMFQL
Jurkat NFkB inh: lowers PMA/ionomycin-induced NF-kB signal in Jurkat cells. inhibition, % at 4 µM. 0.53% of 330,000 active. PMA/ionomycin-induced NF-kB luciferase reporter, luminescence. AID 435003; in the data active = inhibition above about 50%
697 NFkB inh: lowers PMA/ionomycin-induced NF-kB signal in 697 B cells. 697 B-cell NF-kB luciferase reporter, 16 h. inhibition, % at 4 µM. 0.33% of 330,000 active; in the data active = inhibition above about 35%
Mdm2-MdmX inh: inhibitors of human Mdm2/MdmX interaction. O15151+Q00987. SaOS-2 split-luciferase Mdm2/MdmX complementation, luminescence. inhibition, % at 8 µM. 3% of 330,000 active. AID 485346;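 active = inhibition of at least 50% at 8 µM in the primary screen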
UPR CHOP act: activators of apoptotic arm of unfolded protein response (CHOP) | CHO-CHOP luciferase reporter, UPR activation, luminescence; percent of tunicamycin response over DMSO baseline | activation, % at 10 µM | 0.34% of 330,000 active;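 active = at 10 µM dose, activation of 40% or more, normalized to positive control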;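 also: 100% = tunicamycin at 10 µg/mL and 0% = DMSO alone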
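Dosing – one dose, 10 µM in 0.5% DMSO · System – CHO-CHOP cells, stable luciferase reporter of PERK-eIF2a-CHOP signalling · Input – 500 cells/well · Control set – tunicamycin 10 µg/mL final as positive, DMSO-only wells as negative · Timing – 6 h compound treatment, 37 °C · Measure – % activation vs tunicamycin · Technique – luminescence read with Steady-Glo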
Gli-Sufu block: blocks Gli-Sufu signaling in a luciferase reporter | Sufu-KO-LIGHT fibroblasts, Gli luciferase reporter luminescence | inhibition, % at 5 µM | 0.74% of 340,000 active | AID 588413;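 active = inhibition above about 55%, limit read from the data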;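 also: 0% = DMSO-treated cells and 100% = wells with medium but no cells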
XBP1 UPR activ: adaptive UPR (XBP1) activation; CHO-XBP1 luciferase reporter, IRE1-XBP1 UPR activation, luminescence; percent of tunicamycin response, DMSO as zero; activation, % at 20 µM; 0.33% of 330,000 active;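 active = versus positive control, 20 µM dose yields 30% or more activation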;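 also: 100% = tunicamycin at 10 µg/mL and 0% = DMSO only wells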
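assay system = CHO-XBP1 luciferase reporter cells | amount = 1000 cells/well | buffer or medium = F12 plus 10% FBS | compound dosing = single point, 20 µM final compound, 1% DMSO | incubation = 16-18 h cell attachment at 37 °C, then 6 h compound exposure | detection = Steady-Glo luminescence read | controls = tunicamycin 10 µg/mL and vehicle-only wells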
EBI2 antag: blocks human EBI2 receptor beta-arrestin signaling; P32249; 0.81% of 360,000 active; EBI2 beta-arrestin recruitment, luminescence, 7a,25-OHC stimulated; inhibition, % at 5 µM; AID 651636; in the data active = inhibition above about 38%;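 also: enzyme fragment complementation signal reports receptor beta-arrestin coupling in cells; 0% = agonist plus DMSO wells and 100% = wells without agonist; some results beyond the cut were filed as inactive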
Target sequence (P32249 whole entry, looked up, the tested form may be a part): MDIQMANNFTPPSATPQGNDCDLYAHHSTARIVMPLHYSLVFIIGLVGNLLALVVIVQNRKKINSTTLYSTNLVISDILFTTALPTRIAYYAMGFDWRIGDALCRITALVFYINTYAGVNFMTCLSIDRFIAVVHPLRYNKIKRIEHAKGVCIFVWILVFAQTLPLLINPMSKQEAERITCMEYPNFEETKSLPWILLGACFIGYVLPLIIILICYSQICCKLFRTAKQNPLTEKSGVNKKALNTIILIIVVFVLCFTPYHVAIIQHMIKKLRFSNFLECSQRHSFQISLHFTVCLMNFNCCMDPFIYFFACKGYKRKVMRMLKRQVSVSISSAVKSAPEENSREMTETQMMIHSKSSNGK
Numbers without * were called inactive; . = not tested or not shown.

Each structure is followed by: XBP1 UPR activ, CXCR6 inh, CCR6 antagonist, Jurkat NFkB inh, UPR CHOP act, 697 NFkB inh, Mdm2-MdmX inh, Gli-Sufu block, EBI2 antag
COc1ccc(C(=O)N(Cc2cccs2)C2CCS(=O)(=O)C2)cc1 (configuration not stated)
 : 5, 4, 2, -3, 0.3, 6, -2, 3, -12
CCC1S/C(=N/N=C/c2ccco2)N(c2ccc(F)cc2)C1=O (configuration not stated)
 : -1, -1, 3, -14, 0.2, -6, -30, 3, 2
CCNC(=O)CN(CCc1ccccc1)S(=O)(=O)c1ccc(OC)cc1
 : -2, -1, 2, 16, 0.3, 8, 5, -3, -13
CCOC(=O)c1cc(CC)sc1NC(=O)c1cc(OCC)c(OCC)c(OCC)c1
 : -1, -6, -9, 6, 0.4, -7, 3, 99*, 24
O=C(N/N=C/CCc1ccccc1)c1ccccc1
 : 0, -3, 17, -4, 0.7, -11, 7, -28, -6
Cc1ccc2c(NC(=O)C3CC3)cccc2n1
 : 0, 5, 1, 4, -2.1, 9, 5, 1, -9
Cc1oc(-c2ccc3ccccc3c2)nc1CN(C)C(C)c1ccncn1 (configuration not stated)
 : 5, 4, 11, -24, 4.6, -26, -31, -11, 19
COc1ccc(C(=O)NNC2CC(=O)N(Cc3ccccc3)C2=O)cc1OC (configuration not stated)
 : 0, 2, 9, -4, 1.2, 7, -2, 4, -3
Oc1ccc(-c2cccc(-c3ccc(O)cc3)c2)cc1
 : 2, -2, -8, -17, 4.7, -38, -24, -14, -1
COc1cc(C(=O)NNc2nc3cc4c(cc3s2)OCO4)cc(OC)c1OC
 : -1, -11, 4, -11, 2.3, -11, 1, 8, -9
CCOc1ccc(-n2cc(C(=O)Nc3ccc(Cl)cn3)c3cc(OC)c(OC)cc3c2=O)cc1
 : 5, 2, 25, -1, 0.7, -3, 31, 6, 4
Cc1cccc(OCc2n[nH]c(=S)o2)c1C
 : 2, -6, 20, 4, -1.3, 6, 5, 1, -18
CCOC(=O)C1CCN(C(=O)c2cc3cc4ccc(C)cc4nc3o2)CC1
 : -2, 7, 12, -71, 5.7, -166, -75, -68, 43
O=C(Nc1cccc(C(F)(F)F)c1)Nc1ccc(N2CCCC2)c(S(=O)(=O)Nc2ccccc2Cl)c1
 : 6, -8, 0, -27, 15, 2, 99*, 18, 16
O=C(N/N=C/c1cccc(O)c1)c1ccc(NC(=O)c2cccc([N+](=O)[O-])c2)cc1
 : 2, -5, 15, 16, -0.3, 6, -1, -4, 4
S=C(NCc1ccc(Cl)cc1)NC12CC3CC(CC(C3)C1)C2
 : 7, 3, 11, 6, 0.2, 0, -50, 5, 19
O=C(OCC(=O)c1cccs1)c1cccc(C(=O)OCC(=O)c2cccs2)n1
 : -3, -6, 5, 5, 2.0, 10, -7, -1, 3
Cc1ccccc1NC(=O)CCN1CCN(CCO)CC1
 : -4, -3, 0, -3, -0.3, 4, 22, -25, -1
S=C1NCCOCCNC(=S)NCCOCCOCCOCCN1
 : -4, -10, 7, 7, -0.4, 16, 17, -7, -12
CCOc1ccc(-n2c(-c3ccccc3)nnc2-c2ccccc2)cc1
 : -4, 8, 10, 4, -0.8, -15, 25, -6, -6
CC(C)c1[nH]nc2c1C(C1C=CCCC1)C(C#N)=C(N)O2 (configuration not stated)
 : -4, -2, 6, 14, 0.5, 1, 30, 5, -20
N/C(=N\c1nc2ccccc2o1)NC(=O)c1ccc(Cl)cc1
 : 2, 9, 16, -26, 1.1, -17, 23, -15, 4
Cc1onc(-c2ccccc2Cl)c1C(=O)N1CCCCC1C (configuration not stated)
 : -4, -11, -5, 2, -0.3, 2, -2, -12, -3
CCOC(=O)CN(C(=O)CSc1nnc(CNc2ccc(F)cc2)n1CC)c1ccc(F)cc1
 : -1, 0, 1, -14, -0.6, -29, -11, -1, -12
Cc1cc(C)nc(SCc2ccccc2C#N)n1
 : 3, -1, -12, 12, -0.8, 13, 1, -7, -6
Cc1ccc(N(CC(O)CN2CCOCC2)S(=O)(=O)c2ccc3ccccc3c2)cc1 (configuration not stated)
 : -5, 11, 13, 7, -2.4, -33, -12, 2, 3
CCN(CC)S(=O)(=O)c1cccc(C(=O)N/N=C/c2ccc(OC)c(O)c2)c1
 : -2, -9, 7, -5, -0.3, 7, -28, -4, 5
S=c1[nH]nc(-c2cc(-c3ccco3)[nH]n2)n1-c1ccccc1
 : 1, 4, 4, 4, -0.6, -14, 2, 4, 1
O=C(CCNC(=O)c1ccco1)Nc1nc2ccccc2s1
 : 11, 1, 12, -18, 4.0, -40, -19, -43, 5
Cc1ccc(C(C)C)c(OCCN2CCc3ccccc3C2)c1
 : -6, -12, 10, 8, -1.7, 13, 13, 25, 19

As entered above.
In CCR6 antagonist, Cc1onc(-c2ccccc2Cl)c1C(=O)N1CCCCC1C (configuration not stated) shows -5
In Jurkat NFkB inh, COc1cc(C(=O)NNc2nc3cc4c(cc3s2)OCO4)cc(OC)c1OC shows -11

Going on with the list:
Each structure is followed by: XBP1 UPR activ, CXCR6 inh, CCR6 antagonist, Jurkat NFkB inh, UPR CHOP act, 697 NFkB inh, Mdm2-MdmX inh, Gli-Sufu block, EBI2 antag
C=C1CC[C@H](O)C/C1=C/C=C1\CCC[C@]2(C)[C@@H]([C@H](C)/C=C/[C@H](C)C(C)C)CC[C@@H]12
 : -7, -19, 10, -3, -4.7, 15, 24, -4, -3
COc1ccc(C(=O)Nc2ccccc2C(=O)Nc2cc(C)ccn2)cc1
 : 1, -9, 7, -118, 4.9, -84, -26, -7, 2
CCC(C(=O)OCC(=O)Nc1ccc(C)c(S(=O)(=O)N2CCOCC2)c1)c1ccccc1 (configuration not stated)
 : -2, 2, 13, 17, 0.6, -17, 0, -7, 8
CCCSc1ccc([C@H]2N[C@@](Cc3ccccc3)(C(=O)OC)[C@H]3C(=O)N(C)C(=O)[C@@H]23)cc1
 : -1, 5, 12, 20, -1.6, -3, 43, 8, 6
O=C(C[n+]1cc(-c2ccc(Cl)cc2)n2c1CCC2)N1c2ccccc2Sc2ccccc21
 : -2, -5, 7, 3, 0.5, 4, 18, 29, -15
O=C(O)c1ccc(NS(=O)(=O)c2ccc3c(c2)C(=O)c2cc(S(=O)(=O)Nc4ccc(C(=O)O)cc4)ccc2-3)cc1
 : -5, 13, 19, -9, 1.2, 2, 20, -39, -5
O=C(c1ccc(N2CCCC2=O)cc1)N1CCN(c2ccccc2F)CC1
 : -3, -11, 0, 14, 2.0, 15, -7, 8, 3
CCOc1cc(OCC)c(C(C)=O)cc1OCC
 : 1, 1, 1, -9, 3.5, -7, 0, -2, -5
Cc1cccc(NC(=O)c2ccc3c(c2)C(=O)N(Cc2cccnc2)C3=O)c1C
 : -4, -7, 10, 1, 0.3, -12, 1, -4, 12
CC(C)(C)c1nnc2sc(SCC(O)=C(C#N)c3nc4ccccc4[nH]3)nn2c1=O
 : ., 6, 10, ., ., ., ., 9, -5
COc1cc(-c2nc(S(=O)(=O)c3ccccc3)c(N3CCOCC3)o2)cc(OC)c1OC
 : 11, 10, 2, 13, -1.8, 25, 7, ., 3
O=C(Cn1cnc2ccccc21)c1ccc(Cl)cc1
 : -1, 2, 24, -23, 2.2, -22, -20, -20, -2
COc1nc(-c2ccccc2)ccc1-c1noc(-c2ccco2)n1
 : 0, -19, -6, -71, 8.0, -105, -262, -101, 18
Cc1cc(C)cc(NC(=S)Nc2cccc3ccccc23)c1
 : -1, -4, 13, 12, 0.5, -5, 19, 6, 1
CC(NS(C)(=O)=O)C(c1cccs1)N1CCN(c2ccccc2F)CC1 (configuration not stated)
 : -1, 4, 9, 16, -3.1, 1, 11, 2, -4
CCOC(=O)CC(=O)CSc1nc2ccc(OC)cc2cc1C
 : 3, 5, 23, -11, 5.3, -61, -19, -2, -2
COc1ccc(CN2CCNC(=O)C2CC(=O)NCCN2CCCCC2=O)c(F)c1 (configuration not stated)
 : -3, -4, 3, -3, -1.7, 1, 7, 4, 6
COc1ccc(NC(=O)Nc2nnc(-c3ccccc3F)s2)cc1
 : 6, 10, 4, -35, 7.0, -25, -24, -64, -3
CC(C)(CC(=O)c1ccccc1)CC(=O)c1ccccc1
 : ., 9, 18, ., ., ., ., 6, 17
Cc1[nH][nH]c(=O)c1N=Nc1ccc(Cl)cc1
 : -2, 10, 31, -11, 2.2, -4, 25, 4, -2
Cc1onc(-c2ccccc2)c1C(=O)N/N=C/c1ccccc1OC(C)C
 : -3, -7, 11, -7, -1.2, 12, 12, 6, -4
CCc1nnc(NC(=O)c2ccncc2)s1
 : -1, -8, -8, 4, 3.2, -3, -6, -1, 6
CN(Cc1ccon1)C(=O)c1ccc2nc(Cc3cccc(Cl)c3)oc2c1
 : -3, 0, 11, 2, 1.5, -5, 12, -14, 10
CCCCN(Cc1ccccc1)S(=O)(=O)c1c(N)n(C)c(=O)n(C)c1=O
 : -2, 4, 16, 18, 0.4, -9, 1, 1, -10
Fc1ccc(NC(=S)N2CCCC2)cc1Cl
 : 0, 3, 10, -7, -0.3, -25, -8, -24, -12
O=C(COC(=O)C1(c2ccc(F)cc2)CCCC1)Nc1ncc(C(F)(F)F)cc1Cl
 : -1, 2, 6, 15, 3.0, -15, -4, 3, 2
O=C(O)Cn1cnc2sc3c(c2c1=O)CCCC3
 : 3, -4, 2, 11, -1.5, 8, 0, 6, -4
Oc1ccccc1C(=S)N1CCCCC1
 : -4, -5, -5, -10, 0.0, -19, 5, -11, -9
CCC(=O)N1CCc2cc(S(=O)(=O)NCCCN3CCN(Cc4ccccc4)CC3)ccc21
 : -1, -2, 11, 1, 0.0, 12, 15, 6, 0
CN(C)CC(O)CN1C(=O)N(CN2C(=O)N(CC(O)CN(C)C)C(=O)C2(C)C)C(C)(C)C1=O (configuration not stated)
 : -4, -10, 5, -11, 2.2, 16, 25, 4, -7
Cc1c(C(=O)NNC(=O)c2csc(N3CCOCC3)n2)oc2ccccc12
 : -3, -10, 23, 11, 1.9, -5, -18, -50, -14
O=C(O)CCC(=O)Nc1sc2c(c1C(=O)Nc1ccccc1)CCCCC2
 : 0, -10, 11, -21, 3.0, -15, 5, -3, -7
C=C[C@@]1(C)CCC(/C(C)=C/C=C/C(C)(C)O)C[C@@H]1C(=C)C (some centres not stated)
 : 0, -7, -7, -3, -1.0, -9, 6, 1, -12
Cc1ccc(OCCNC(=O)C2CC(=O)N(Cc3ccccc3)C2)cc1 (configuration not stated)
 : -2, 9, 4, 1, 1.5, 14, -12, 0, 36
O=C1OC(CO)CN1Cc1ccccc1 (configuration not stated)
 : 2, 11, 4, 5, 0.9, 7, 24, 22, -5
COc1ccc(N=c2oc3c(OC)cccc3cc2C(=O)NCc2ccco2)cc1OC
 : 45*, 11, 26, 1, 76*, 23, 40, 9, 16
COc1ccc(Cn2nnnc2C(c2cccnc2)N2CCN(c3ccc(O)cc3)CC2)cc1 (configuration not stated)
 : 1, -11, 0, 8, 1.1, 5, -2, 9, -7
O=C(CSc1ncccn1)N/N=C/c1ccc2c(c1)OCO2
 : 2, 2, -4, -42, 4.5, -70, 20, -45, -13
COc1ccc(CCNC(=O)CN2C(=O)c3ccccc3S2(=O)=O)cc1OC
 : -5, 0, -13, 14, -1.3, 14, 10, -1, 0
CC(NC(=O)CCNC(=O)c1ccco1)c1ccc(F)cc1 (configuration not stated)
 : -3, 4, -2, 4, -0.4, 14, 14, 9, 6
CC(C)(C)C(=O)NC(=S)Nc1ccc(C(F)(F)F)cc1
 : 7, 8, 26, -18, 2.0, -47, 18, -14, 13
CC12C(=O)N(c3nccs3)C(=O)C1C1C=CC2C1 (configuration not stated)
 : -2, 3, 2, 1, 1.7, 27, 17, -10, -12

Rows are unselected; any-hit rate near 5%.
